# Source: PubChem
# TRb-SRC2 inh = inhibitors of human thyroid hormone receptor beta-SRC2 interaction | P10828 | TRbeta-SRC2 peptide binding, fluorescence polarization; receptor liganded with 1 µM T3 | Potency, µM (series often up to 106 µM), for the others: at the top dose activity change, negative = inhibition, usual class: inhibitors | actives 0.065% (n = 280,000);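 note: plate controls were bound peptide for no effect and peptide without receptor for full effect; nearly all actives have a fitted effect of over 50% in size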
#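 Human TRb ligand-binding domain (0.6 uM) is mixed with 20 nM Texas Red SRC2 peptide and 1 uM T3; after compound addition and 5 hr at ambient temperature, polarization is measured and normalized to unbound and bound controls.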
# TexasRed fluor = Texas Red fluorescence interference in TRb-SRC2 counter-screen | TRb/SRC2 Texas Red total fluorescence interference | Potency, µM (top dose mostly 106 µM), for the others: top-dose fluorescence change, negative = quenching | actives 0.29% (n = 280,000) | AID 1479; active = well fitted curve in either direction with a large enough effect; inconclusive = small, poorly fitted or top-dose-only effect
#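 Human TRβ ligand-binding domain (0.6 uM) and Texas Red SRC2 peptide (20 nM) in Tris buffer with 1 uM T3 and 5% DMSO were incubated with pinned compound for 5 hr at ambient temperature. Total fluorescence was computed as S + 2P (555/632 nm).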
# GAA glycogen = alters human alpha-glucosidase cleavage of glycogen; recombinant GAA, glycogen substrate, Amplex Red glucose oxidase fluorescence; Potency, µM (titrated, usually from 76.4 µM), for inactives: at the top dose activity change, negative = inhibition, actives largely listed as inhibitors; actives 0.38% (n = 300,000); AID 2100;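 note: 0% = full enzyme reaction and -100% = no-enzyme basal signal; the screen sought inhibitors and activators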
#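 Recombinant human enzyme (4 nM); glycogen substrate; 37 C, 40 min, pH 5.0. Readout: coupled glucose oxidase/Amplex Red fluorescence.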
# GAA inhib = alpha-glucosidase (human) inhibition. P10253. purified human GAA, 4-MU-alpha-glucoside fluorescence. Potency, µM (series often up to 76.9 µM), without a hit: top-dose activity change, negative = inhibition, actives largely listed as inhibitors. actives 0.005% (n = 200,000);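 note: plate controls were uninhibited enzyme wells for no effect and no-enzyme background for full effect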
#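 Fluorogenic assay: 4 nM human alpha-glucosidase with 400 uM 4-methylumbelliferyl-alpha-D-pyranoside in 50 mM citrate/phosphate, 0.005% Tween-20, pH 5.0, 20 min at room temperature. Compounds tested up to 77 uM; AC50 from Hill fits.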
# GoLoco inh red = inhibitors of human Gai1-RGS12 GoLoco interaction (red fluorophore); actives 0.44% (n = 230,000); Gai1:RGS12 GoLoco peptide FP, rhodamine, 10 min; Potency, µM (titrated, usually from 61.6 µM), without a hit: at the highest dose activity, negative = inhibition, most hits filed as inhibitors; P63096; active = well fitted inhibition curve with a large enough effect, not every such curve was filed as active; inactive = no such curve, though single readings can be large or run the other way; note: nearly all actives have a fitted effect of over 30% in size; many of its hits are not listed in these tables
# GAA spleen mod = inhibits or activates alpha-glucosidase in human spleen homogenate | Potency, µM (doses to about 79.9 µM), for the others: at the top dose activity change, negative = inhibition, most hits filed as inhibitors | human spleen homogenate, 4-MU-alpha-glucoside fluorescence | P10253 | actives 0.006% (n = 240,000);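 note: 0% = enzyme with vehicle and -100% = no enzyme basal signal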
#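 Enzyme source: human spleen homogenate, 1 ug/well. Buffer 50 mM citric acid/K phosphate pH 5.0, 0.01% Tween-20. 4-MU-alpha-glucoside 1 mM; 37 C x 40 min; NaOH/glycine stop; fluorescence.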
# RECQ1 inh = inhibitors of human RECQ1 DNA helicase; P46063; RECQ1 DNA unwinding, red fluorescence kinetic read; Potency, µM (titrated, usually from 57.3 µM), for the others: at the highest dose activity, negative = inhibition, actives largely listed as inhibitors; actives 0.54% (n = 240,000); AID 2549;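 note: plate controls were vehicle for no effect and no enzyme for full effect; nearly all actives have a fitted effect of over 30% in size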
#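 RECQ1T1 50 nM; forked duplex (20 bp + 30-nt ss tails) 200 nM, ATP 2 mM final; pH 8.0, 2 mM MgCl2, 2.5 ug/ml poly(dI-dC); 15 min compound preincubation; discontinuous kinetic read over 2 h at RT.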
# L3MBTL1 inh = L3MBTL1 (human) inhibition; Potency, µM (titrated, usually from 57.1 µM), for inactives: at the highest dose activity, negative = inhibition, most hits filed as inhibitors; AlphaScreen L3MBTL1–H3K9me1 peptide binding; Q9Y468; actives 0.66% (n = 230,000); AID 485360; note: nearly all actives have a fitted effect of over 60% in size
# Target sequence (Q9Y468 whole entry, looked up): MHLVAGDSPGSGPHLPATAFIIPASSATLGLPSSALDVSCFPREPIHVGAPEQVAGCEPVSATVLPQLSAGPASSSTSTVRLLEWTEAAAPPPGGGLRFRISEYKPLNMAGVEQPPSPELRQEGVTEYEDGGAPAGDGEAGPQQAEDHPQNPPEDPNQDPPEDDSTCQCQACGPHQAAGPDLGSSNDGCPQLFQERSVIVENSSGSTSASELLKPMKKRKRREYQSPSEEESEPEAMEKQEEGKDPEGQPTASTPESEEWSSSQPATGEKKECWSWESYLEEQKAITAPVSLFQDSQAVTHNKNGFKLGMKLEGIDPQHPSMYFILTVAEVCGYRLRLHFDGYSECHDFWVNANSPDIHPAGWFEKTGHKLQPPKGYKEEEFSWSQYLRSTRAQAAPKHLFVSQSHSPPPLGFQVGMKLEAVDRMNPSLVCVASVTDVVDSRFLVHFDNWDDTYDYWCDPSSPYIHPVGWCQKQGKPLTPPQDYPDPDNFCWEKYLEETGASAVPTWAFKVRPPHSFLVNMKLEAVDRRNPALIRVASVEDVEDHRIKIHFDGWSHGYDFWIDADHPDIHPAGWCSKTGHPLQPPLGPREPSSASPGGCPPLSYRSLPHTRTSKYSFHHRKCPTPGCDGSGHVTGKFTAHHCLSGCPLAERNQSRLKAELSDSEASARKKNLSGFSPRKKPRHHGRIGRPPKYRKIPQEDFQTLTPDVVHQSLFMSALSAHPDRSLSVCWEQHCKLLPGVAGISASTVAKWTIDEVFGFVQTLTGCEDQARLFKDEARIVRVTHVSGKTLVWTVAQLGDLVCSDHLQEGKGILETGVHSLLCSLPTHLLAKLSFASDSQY
#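 First, the protein-peptide complex forms for 30 min at room temperature (L3MBTL1 50 nM, biotinylated H3K9me1 peptide 75 nM). Next, compounds are pin-transferred and incubated 30 min. Finally, AlphaScreen beads are added and read after 30 min.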
# * hit, by the source's call; i = inactive; ? = inconclusive; / = no result given; & = joins results of further samples; [ ] = dose if it differs, or a comment. Unless noted, calls come from the whole dose curve; as a rule, active = well fitted curve in the direction sought with a large enough effect; inconclusive = small, poorly fitted or top-dose-only effect, or another doubt; inactive = no such curve, though single readings can be large; an effect the other way counts as inactive or inconclusive. Unless noted, % is set by controls: 0 for no effect and ±100 for the full control effect; potency is the fitted concentration of half-maximal effect. Only part of the results is shown (hit frequency here may not be typical).
SMILES,TRb-SRC2 inh,TexasRed fluor,GAA glycogen,GAA inhib,GoLoco inh red,GAA spleen mod,RECQ1 inh,L3MBTL1 inh
CC1=C(C(=O)OCCOc2ccccc2)C(c2ccc(C)o2)C2=C(CC(C)(C)CC2=O)N1 (stereo unspecified),-16%,-3%,-6%,-10%,-5%,-3%,-19%,-7%
COc1ccccc1NC(=O)c1ccc(NS(=O)(=O)c2cccc3cccnc23)cc1,-2%,-4%,-5%,0%,-10%,10%,-6%,12%
Clc1ccc(CSc2ccc(-c3ccccn3)nn2)cc1,3%,-1%,4%,?,-4%,0%,-9%,-25%
O=C1c2ccccc2C(=O)N1CSc1nnc(Nc2ccccc2)s1,3%,-1%,-8%,8%,6%,2%,1%,-4%[11.4 µM]
O=C(CCS(=O)(=O)c1cccs1)Nc1ccc(C(=O)NCc2ccccc2)cc1,-2%,0%,4%,-2%,2%,-3%,0%,/
C/C(=N\NC(=O)c1ccc(N(C)C)cc1)c1ccc(C)c(C)c1,-1%,-4%,-26%,3%,/,-3%,-4%,0%
O=C(CCn1c(=O)oc2ccccc21)NCCN1CCc2ccccc2C1,-14%,-2%,11%,2%,-11%,8%,-1%,7%
COc1ccc(CNC(=O)C(=O)NCc2cccnc2)cc1,-2%,-3%,18%,?,9%,10%,-7%,7%
O=C(NCCCN1CCOCC1)c1ccc(CS(=O)(=O)Cc2ccccc2Cl)o1,-29%[53 µM],-1%[53 µM],7%,5%,3%,1%,i,7%
O=S(=O)(Nc1ccc(Cc2ccncc2)cc1)c1ccc(Br)s1,-2%,-1%,-4%,1%,-4%,-12%,i,-4%
Cc1ccc2cccc(Oc3ncnc4sc(C)c(C)c34)c2n1,-2%,1%,3%,2%,5%,-1%,-11%,8%
CCOC(=O)CSc1nc2ccccc2n1CC(=O)N1CCN(c2ccccc2)CC1,4%,-5%,1%,-1%,-5%,0%,i,-4%
Cc1cc(C)c(S(=O)(=O)N(CC(=O)O)CC(=O)O)c(C)c1,-4%,-8%,5%,-2%,-11%,1%,i,/
CN(C)S(=O)(=O)NCCNC(=O)c1cc(OCC(F)(F)F)ccc1OCC(F)(F)F,3%,-3%,-6%,-10%,2%,-4%,-2%,/
Cn1c(NNC(=O)c2ccc(C(C)(C)C)cc2)cc(=O)n(C)c1=O,5%,0%,?,3%,4%,0%,-2%,12%
NC(=O)c1ccsc1NC(=O)c1nc(-c2ccccc2)n(-c2ccccc2)n1,8%,-9%,1%,-10%,9%,-7%,-3%,-8%
Cc1ccc(NC(=O)CN2CCc3ccccc3C2)cc1S(=O)(=O)N(C)C,-3%,-2%,4%,2%,0%,-1%,i,-22%
CC(C)(C)c1nnc(NC(=O)C2c3ccccc3Oc3ccccc32)s1,1%,-7%,-12%,/,-36%,-16%,-13%,/
O=C(CSc1nnc(CNC(=O)c2c(F)cccc2Cl)o1)c1ccccc1,-2%,-2%,4%,5%,7%,-1%,-1%,5%
COC(=O)c1ccc(C(=O)OC)c(NC(=O)CN2CCCCC2)c1,-5%,-4%,22%,-3%,5%,-3%,-3%,-4%
COc1cc(OC)cc(-c2nnc(SCC(=O)N(Cc3ccccc3)C(C)(C)C)o2)c1,-1%,0%,-14%,-9%,-4%,4%,-4%,0%
Cn1c(CCN2CCCCC2)nc2cc(NS(=O)(=O)c3ccccc3)ccc21,-2%,0%,6%,2%,1%,-13%,10%,-5%
NC(N)=NCCC[C@@H](N)C(=O)NCC(=O)N[C@@H](CC(=O)O)C(=O)N[C@@H](Cc1c[nH]c2ccccc12)C(=O)O,-3%,3%,/,/,/,5%,-2%,/
Cc1cccc(-c2noc(CCCC(=O)Nc3cccnc3)n2)c1,6%,0%,6%,-9%,2%,-2%,i,-3%
C/C(N)=C(/C#N)C(=O)CSc1ncnc2ccccc12,-3%,-5%,-13%,-9%,28%,-11%,i,-8%
COC(=O)c1cc(NC(=O)CC2C(=O)NCCN2C(=O)c2ccc(F)cc2)cc(C(=O)OC)c1 (stereo unspecified),-5%,-1%,5%,-10%,0%,-17%,-1%,/
CC(NC(=S)Nc1ccccc1)C1COc2ccccc2O1 (stereo unspecified),-7%,-2%,-15%,5%,-2%,-13%,-3%,2%
S=C(NCc1ccc(Cl)cc1Cl)NC1CCCCC1,5%,-4%,-4%,-15%,40%[activator],11%,-9%,19%
O=C(O)c1cccc(N=NN2CCCCCC2)c1,-4%,0%,2%,-1%,-5%,-2%,-8%,2%
COc1cc(C(=S)N2CCOCC2)ccc1OS(=O)(=O)c1ccc(NC(C)=O)cc1,6%,-1%,12%,-1%,2%,0%,-2%,-6%
CC1CC(OC(=O)c2ccccc2O)CC(C)(C)C1 (stereo unspecified),-5%&4%,0%&0%,/,/,-6%&-4%,20%&-2%,-2%&-8%,/
COc1ccc(/C=C2/C(=O)OCc3cc(OC)c(OC)cc32)c(OC)c1,7%,-20%,10%,0%,0%,0%,-6%,-4%
O=C(COC(=O)CNS(=O)(=O)c1ccc2ccccc2c1)Nc1ccc2c(c1)OCO2,2%,7%,19%,-10%,-2%,-6%,-12%,-9%
O=C(Nc1cccc(S(=O)(=O)Nc2ccccc2Cl)c1)c1ccc(N2CCCC2)c([N+](=O)[O-])c1,2%,-2%,3%,-9%,14%,-1%,-3%,-8%
COc1cc(C(=O)N[C@@H](C)C(=O)NCc2ccco2)cc(OC)c1OC,1%,0%,8%,-11%,2%,-8%,i,-2%
Cn1c(SCC(=O)Nc2ccc3cn[nH]c3c2)nnc1-c1cnccn1,-17%,-2%,13%,2%,0%,0%,i,0%
C/C(=N\NC(=O)COc1ccc(C(C)(C)C)cc1)c1ccc(N2CCOCC2)cc1,4%,-3%,3%,5%,5%,0%,2%,-1%
COc1cccc(CN2CCN(Cc3ccon3)CC2CCO)c1 (stereo unspecified),-3%,-2%,-9%,/,1%,2%,-7%,3%
COC(=O)c1cccc(Oc2cccc(C(F)(F)F)c2)n1,-4%,-2%,-10%,0%,8%,/,i,7%
O=C(O)c1ccc(O)c(O)c1,-5%,-1%,5µM*,-13%,8%,-10%,16%,?
O=C(NCCc1nc2ccccc2[nH]1)Nc1ccccc1,2%,3%,-14%,-3%,0%,7%,-7%,8%
CCOc1ccc(CCNC(=O)Cn2cccc2C(=O)c2ccccc2)cc1OCC,6%,11%,14%,-9%,6%,8%,1%,0%
CCOC(=O)CSc1nc2ccccc2c(=O)n1CC,5%,4%,-10%,3%,-13%,3%,i,18%[11.4 µM]
CN(C)S(=O)(=O)N1CCC(CCCC2CCN(S(=O)(=O)N(C)C)CC2)CC1,-13%,0%,0%,-13%,-11%,-5%,i,/
CCN(CC)C(=O)c1sc(NC(=O)c2ccc3c(c2)OCO3)c(C#N)c1C,-5%,-1%,4%,-12%,1%,-6%,-13%,/
CCn1c(SCC(=O)NCc2ccccc2)nc2c(c1=O)SC(C)C2 (stereo unspecified),14%,0%,1%,0%,4%,-5%,-6%,8%
COc1ccc(C(=O)N2CCOCC2)cc1S(=O)(=O)N1CCCc2ccccc21,5%,0%,11%,3%,29%,7%,-14%,-7%
O=C(O)c1ccnc(SCC(=O)c2ccccc2)c1,-1%,-1%,7%,-4%,11%,2%,5%,8%
CC1CCN(CC(=O)Nc2ccc(S(=O)(=O)NC3CC3)cc2)CC1,-6%,-1%,-3%,/,-3%,8%,-3%,/
CN(C)S(=O)(=O)c1cccc(NC(=O)COC(=O)C2(c3ccccc3F)CCCC2)c1,7%,1%,-3%,3%,-33%,-2%,9%,-5%
CC1CCCCC1NC(=O)c1ccc(N2CCCC2=O)cc1 (stereo unspecified),-6%,-1%,1%,2%,6%,-5%,-3%,-8%
COc1ccc(OC)c(S(=O)(=O)N2CCNCC2)c1,-3%,1%,4%,/,7%,1%,2%,/
O=C(/C=C/c1ccccc1[N+](=O)[O-])NCc1ccncc1,-3%,-1%,5%,-3%,12%,5%,i,-3%
Cc1ccc(S(=O)(=O)N2CCC(=O)N(C(CO)Cc3ccccc3)CC2)cc1 (stereo unspecified),-4%,-2%,-13%,2%[15.4 µM],3%,-4%,-1%,-1%
O=C1c2cccnc2C(Nc2ccc(Br)cc2)N1Cc1cccs1 (stereo unspecified),-1%,-1%,-5%,-5%,2%,1%,0%,/
COc1ccc(-n2c(CNC(=O)c3cccs3)n[nH]c2=S)cc1,-4%,1%,-4%,4%,6%,/,i,-10%
Cc1cc2c(cc1C)NC(c1nc3ccccc3[nH]1)C1=C(CC(C)(C)CC1=O)N2 (stereo unspecified),1%,-2%,-6%,-2%,2%,-10%,-6%,-1%
O=C(COc1ncnc2c1cnn2-c1ccccc1)Nc1ccc(S(=O)(=O)N2CCCCC2)cc1,1%,2%,-8%,?,8%,-3%,-22%,6%
Cc1nc2ccccc2n1CCc1nc2c3ccccc3nc(SCC(=O)NCc3ccco3)n2n1,6%,0%,5%,-1%,4%,0%,-27%,8%

# Compound profiles, from the list above. Order of values: TRb-SRC2 inh	TexasRed fluor	GAA glycogen	GAA inhib	GoLoco inh red	GAA spleen mod	RECQ1 inh	L3MBTL1 inh
# `Cc1ccc(S(=O)(=O)N2CCC(=O)N(C(CO)Cc3ccccc3)CC2)cc1` (stereo unspecified) reads -4%	-2%	-13%	2%[15.4 µM]	3%	-4%	-1%	-1%
# `COc1ccc(C(=O)N2CCOCC2)cc1S(=O)(=O)N1CCCc2ccccc21` reads 5%	0%	11%	3%	29%	7%	-14%	-7%
# `CCn1c(SCC(=O)NCc2ccccc2)nc2c(c1=O)SC(C)C2` (stereo unspecified) reads 14%	0%	1%	0%	4%	-5%	-6%	8%
# `CN(C)S(=O)(=O)c1cccc(NC(=O)COC(=O)C2(c3ccccc3F)CCCC2)c1` reads 7%	1%	-3%	3%	-33%	-2%	9%	-5%
# `COc1ccc(-n2c(CNC(=O)c3cccs3)n[nH]c2=S)cc1` reads -4%	1%	-4%	4%	6%	/	i	-10%
